hgDAF12 agonist – H. glycines DAF-12 receptor agonists, primary screen, cell-based, luminescence, HEK293, GAL4 fusion, UAS-luciferase; activation, % at 6.8 µM; actives 1.8% (n = 370,000); AID 687014, 2013; Nuclear hormone receptor DAF-12 (Heterodera glycines), GAL4 fusion; HEK293 GAL4-hgDAF12 UAS-luciferase reporter, agonist luminescence; normalized to butyrate control;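 active = activation above a cutoff set at the mean of all screened compounds plus 3 SD, cut at about 10% in these data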;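 also: 0% = DMSO wells and 100% = sodium butyrate wells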
DAX1 inh-1 – DAX1 (NR0B1) inhibitors, primary screen, cell-based, HEK293, Gal4-DAX1, luciferase luminescence; Nuclear receptor subfamily 0 group B member 1 (Homo sapiens), P51843; HEK293 Gal4-DAX1 luciferase reporter; inhibition, % at 6.75 µM; actives 0.99% (n = 340,000); AID 504766, 2011;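 active = inhibition above the mean over all tested compounds plus 3 SD, cut at about 4.2% in these data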;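 also: 0% = DAX1-transfected cells with DMSO and 100% = empty-vector control cells with DMSO; inhibition shows as a rise in luminescence from relieved DAX1 repression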
GC-A act – GC-A stimulated cGMP production enhancers – HEK293 GC-A cells, cGMP TR-FRET, EC30 ANP, primary screen | 0% at EC30 ANP, 100% saturating ANP | AID 1671463, 2021 | actives 0.14% (n = 370,000) | activation, % at 10 µM | Atrial natriuretic peptide receptor 1 (Homo sapiens), P16066; in the data active = activation above about 40%
ssDAF-12 act – S. stercoralis DAF-12 nuclear receptor activators, primary screen, cell-based, luminescence, HEK293, GRIP1 co-expression, lit1-tk-luc; HEK293 ssDAF-12/GRIP1 lit1-tk-luc reporter; % of 3 µM dafachronic acid response; activation, % at 6.8 µM; actives 1% (n = 370,000);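 active = activation above the mean over all tested compounds plus 3 SD, cut at about 0.9% in these data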;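 also: 0% = DMSO-only wells and 100% = 3 µM delta7-dafachronic acid wells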
GC-B act – human GC-B receptor activators, primary screen, HEK293 GC-B cells, cGMP TR-FRET, EC30 CNP | Atrial natriuretic peptide receptor 2 (Homo sapiens), P20594 | 0% at EC30 CNP, 100% saturating CNP | activation, % at 10 µM | actives 0.11% (n = 370,000) | AID 1920062, 2024;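 active = activation at 10 µM reaching about 35% in either raw or pattern-adjusted values, limit read from the data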
Target sequence (P20594 whole entry, looked up): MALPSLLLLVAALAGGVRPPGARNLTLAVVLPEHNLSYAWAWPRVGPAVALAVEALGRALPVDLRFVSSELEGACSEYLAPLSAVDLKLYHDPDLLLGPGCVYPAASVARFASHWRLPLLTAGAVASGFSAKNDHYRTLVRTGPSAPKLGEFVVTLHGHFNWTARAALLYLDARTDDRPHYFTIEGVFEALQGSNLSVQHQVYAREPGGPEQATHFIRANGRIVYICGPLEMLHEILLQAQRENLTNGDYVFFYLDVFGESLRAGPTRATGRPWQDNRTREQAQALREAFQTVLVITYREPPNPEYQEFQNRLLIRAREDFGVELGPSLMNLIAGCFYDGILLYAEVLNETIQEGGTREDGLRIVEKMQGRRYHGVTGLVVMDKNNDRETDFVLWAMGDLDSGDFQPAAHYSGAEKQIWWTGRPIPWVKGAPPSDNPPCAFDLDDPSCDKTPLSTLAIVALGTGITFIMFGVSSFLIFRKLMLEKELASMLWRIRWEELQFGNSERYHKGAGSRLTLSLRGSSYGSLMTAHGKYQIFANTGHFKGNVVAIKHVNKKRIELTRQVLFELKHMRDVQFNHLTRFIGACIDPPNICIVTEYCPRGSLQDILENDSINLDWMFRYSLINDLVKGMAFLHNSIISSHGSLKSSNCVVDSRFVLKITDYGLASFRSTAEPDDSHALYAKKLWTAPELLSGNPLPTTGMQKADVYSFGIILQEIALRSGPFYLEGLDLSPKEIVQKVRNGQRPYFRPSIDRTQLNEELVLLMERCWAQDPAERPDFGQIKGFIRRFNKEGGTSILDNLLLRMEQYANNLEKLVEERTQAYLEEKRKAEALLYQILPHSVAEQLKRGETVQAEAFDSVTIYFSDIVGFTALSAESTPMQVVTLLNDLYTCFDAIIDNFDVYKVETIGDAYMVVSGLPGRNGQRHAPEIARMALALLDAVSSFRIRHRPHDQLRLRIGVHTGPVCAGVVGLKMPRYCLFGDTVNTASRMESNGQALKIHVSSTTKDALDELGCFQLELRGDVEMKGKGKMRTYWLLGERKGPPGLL
SMARCA2 activ – SMARCA2 (BRM) function activators, primary screen, cell-based, luminescence, high throughput; MG213 cells, MMTV-luciferase reporter, dexamethasone, overnight; activation, % at 9.1 µM; actives 1% (n = 370,000); in the data active = activation above about 7.8%;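 also: 0% = vehicle wells and 100% = reference activator wells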
proKLK7 act – proKLK7 zymogen activators, primary screen, biochemical, fluorescence intensity; Kallikrein-7 (Homo sapiens), P49862; purified proKLK7, EDANS-DABCYL substrate fluorescence; 100% is mature enzyme control, 0% vehicle; activation, % at 7 µM; actives 0.9% (n = 370,000);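 active = activation above the mean of all tested compounds plus 3 SD, computed per campaign excluding outliers beyond control limits, cut at about 13% in these data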
sPLA2-III inh – human group III sPLA2 inhibitors, primary screen, biochemical, QFRET, BODIPY PC-A2 liposome substrate | Group 3 secretory phospholipase A2 (Homo sapiens), Q9NZ20 | inhibition, % at 12.2 µM | actives 0.56% (n = 370,000) | AID 743126, 2013 | QFRET BODIPY PC-A2 liposome hydrolysis, fluorescence;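 active = inhibition above mean plus 3 SD of compounds lying within the high and low control bounds, cut at about 19% in these data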;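 also: 0% = median of test compound wells and 100% = no enzyme DMSO wells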
DAX1 inh-2 – DAX1 (NR0B1) inhibitors on StAR promoter, primary screen, cell-based, luminescence, SF-1 (NR5A1), full-length DAX-1; HEK293T StAR-luciferase reporter, SF-1/DAX-1 repression relief; inhibition, % at 6.8 µM; actives 1.1% (n = 370,000); AID 652010, 2013;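 active = inhibition above the mean over all tested compounds plus 3 SD, cut at about 3.6% in these data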;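 also: 0% = DAX-1 cells with DMSO and 100% = cells lacking DAX-1 with DMSO; higher inhibition means more luminescence from relief of DAX-1 repression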
hcDAF12 agonist – H. contortus DAF-12 nuclear receptor activators, primary screen, cell-based, luminescence, HEK293, lit1-tk-luc reporter. HEK293 hcDAF-12 lit1-tk-luc reporter; 0% DMSO, 100% Δ7-dafachronic acid. activation, % at 6.8 µM. actives 1.4% (n = 370,000). AID 652067, 2013;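 active = activation above the mean of all tested compounds plus 3 SD, cut at about 5.5% in these data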;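 also: 100% = response to 3 µM Δ7-dafachronic acid high control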
FXN GAA850 act – FXN promoter activators, primary screen, cell-based, luciferase luminescence, HEK293 lucGAA850; HEK293 lucGAA850 FXN promoter luciferase reporter, 24 h; percent of 10 µM SAHA response; activation, % at 6 µM; actives 0.56% (n = 360,000); AID 540364, 2011;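 active = activation above the average of all compounds screened plus 3 SD, cutoff fixed separately per campaign, cut at about 7.5% in these data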;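 also: 0% = DMSO wells and 100% = 10 µM SAHA wells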
* marks the source's active call; other numbers are inactive results; nt = not tested or not shown.

Second line of a record: hgDAF12 agonist, DAX1 inh-1, GC-A act, ssDAF-12 act, GC-B act, SMARCA2 activ, proKLK7 act, sPLA2-III inh, DAX1 inh-2, hcDAF12 agonist, FXN GAA850 act
#1 COC[C@H]1CCCN1c1ccc2c(c1)O[C@H](C)CCN(C1CC1)S2(=O)=O
→ 4.1, nt, -3, -1.3, 3, -1, 1.2, -6, -1.5, 0.3, nt
#2 CC(C)CC(c1nnnn1C1CCCC1)N1CCN(c2ccccc2F)CC1 (stereo unspecified)
→ 0.4, 0.5, 3, -0.7, -2, -1, 0.3, -1, 0.1, -0.6, -0.2
#3 CCCCc1cc(=O)oc2cc(OCC(=O)NC(Cc3c[nH]c4ccc(O)cc34)C(=O)O)ccc12 (stereo unspecified)
→ -3.1, 2.4, 0, -1.3, -6, -1, 0.0, -22, 0.1, -1.2, -1.9
#4 COc1ccc(OC)c(S(=O)(=O)N2CCCC(C(=O)N3CCN(Cc4ccccc4)CC3)C2)c1 (stereo unspecified)
→ -2.6, nt, 2, -0.8, 5, -7, 0.2, 6, -1.9, -0.8, nt
#5 CCOC(=O)c1sc(NS(=O)(=O)c2cc(C)ccc2C)nc1C
→ 2.1, -1.0, 1, -0.2, 4, -2, 0.2, -46, 1.0, 0.0, 0.0
#6 CCOC(=O)Cn1cc(CN2CCS(=O)(=O)N(Cc3ccc(F)cc3)C(C(=O)OC)C2)nn1 (stereo unspecified)
→ 1.4, nt, 3, -0.7, 1, 8.5*, 0.1, 12, 0.4, -1.9, nt
#7 CC(NCc1ccco1)C(=O)N1CCN(c2ccc(F)cc2)CC1 (stereo unspecified)
→ 4.9, nt, -2, -1.3, 2, 7, 0.1, 6, -0.4, -0.8, nt
#8 COc1ccc(NC(=O)Nc2ccc(Br)c(C)c2)cc1
→ 2.1, 4.9*, 2, -1.8, -2, -2, -0.3, -3, 1.4, -1.2, 2.2
#9 C#Cc1cccc(C(=O)NC2CCCN(C3Cc4ccccc4C3)C2)c1 (stereo unspecified)
→ -1.3, 0.0, -2, -0.5, 0, 1, 0.4, 2, 0.3, 1.8, 1.3
#10 O=C(c1ccccc1)C(O)(Cc1ccccc1)c1ccccc1 (stereo unspecified)
→ -0.9, 0.7, -4, -1.2, -2, -2, -0.1, -10, -0.4, 2.0, 0.1
#11 COc1ccc(C2=NOC(C(=O)NCc3ccc(F)cc3)C2)cc1 (stereo unspecified)
→ -1.6, 2.1, -5, -1.4, 2, -2, 0.4, 0, -0.7, -0.3, 0.6
#12 O=C(O)c1c(Cl)c(Cl)c(Cl)c(Cl)c1C(=O)N1CCCC1
→ 0.1, 3.5, 1, -1.8, -1, 4, -0.6, 10, -0.1, -2.1, -0.7
#13 CCN1C(=O)[C@H]2[C@H]3CN=C(SCC(=O)c4ccccc4)N3[C@@](C)(C(=O)OC)[C@H]2C1=O
→ 1.6, -0.8, -2, -0.4, 5, -2, -0.3, 0, -2.0, -0.6, 1.8
#14 CCC(=O)c1ccccc1OCCCN1CCC(Cc2ccccc2)CC1
→ -3.9, -1.3, -21, -2.2, -7, -1, 0.2, -15, -0.2, -2.4, -1.5
#15 CCOCCCNC(=S)N1CCCN(c2nc3cc(C)ccc3cc2C#N)CC1
→ -1.2, 1.0, -6, -1.1, 1, 1, -0.1, -2, 1.3, 0.7, -1.4
#16 COc1ccc(NS(=O)(=O)c2cc(C(=O)OC(C)C(=O)N3CCOCC3)ccc2Cl)cc1 (stereo unspecified)
→ -0.7, 0.2, 1, -1.4, 2, -2, 0.6, 8, 0.7, -2.2, -0.3
#17 COc1cc(OC)cc(C(=O)Nc2ccc(CN3CCCCC3)cc2)c1
→ 0.5, -0.4, 1, -1.8, 3, -2, -0.7, 0, 0.1, 0.1, 0.7
#18 CC(c1ccccc1)N(C)C(=O)CSc1nnc(C2CC2)n1C1CC1 (stereo unspecified)
→ -0.6, 0.0, -2, -1.1, 3, -2, -0.6, 3, -0.4, -0.2, -0.3
#19 COc1ccc(NC(=O)COC(=O)c2c(C)noc2C)cc1Cl
→ -2.1, 1.2, 0, -1.1, -5, 1, 0.2, -1, 0.2, -1.1, -0.5
#20 CC(=O)NC12CC3CC(C1)CC(C(=O)OCC(=O)Nc1ncc(Cl)cc1Cl)(C3)C2
→ 1.3, 2.1, -3, -0.6, 2, -2, 0.1, -1, 0.3, -0.1, -1.1
#21 N#CC(c1ccc(Cl)cc1)c1cccc(Cl)n1 (stereo unspecified)
→ -0.2, 1.5, -7, -1.7, -7, -1, 0.1, 1, -0.4, -0.4, -0.4
#22 Cc1nn(CC(=O)Nc2ccc(N(C)C)cc2)c(C)c1[N+](=O)[O-]
→ 2.4, 2.4, -1, -1.4, 0, 0, -0.5, 6, -0.3, -0.7, 0.8
#23 Cc1cc(C)c2cc(CN(Cc3cccnc3)C(=O)c3ccc(F)cc3)c(Cl)nc2c1
→ 0.1, 0.0, nt, -1.3, nt, -1, 0.3, 0, 1.5, -0.9, 0.7
#24 O=C(NCc1ccc(F)c(F)c1)C1CCC(CNS(=O)(=O)c2cccc3cccnc23)CC1 (stereo unspecified)
→ 3.5, nt, -1, -1.5, 8, -5, -0.1, 1, -0.9, -3.1, nt
#25 CC(=O)c1cccc(NS(=O)(=O)c2ccc(C(=O)Nc3ccccc3)cc2)c1
→ -6.5, -1.6, -7, -2.1, -8, -3, 0.5, -25, -6.7, -6.1, -1.6
#26 Cc1ccc(S(=O)(=O)N2CCOCC2)cc1NC(=O)COC(=O)Cc1ccccc1
→ 0.8, 0.2, 1, -1.4, 1, 4, -0.2, 2, -0.3, -0.1, 0.6
#27 COc1ccccc1CNC(=O)C1CCC(=O)N(CCCN2CCCC2=O)C1 (stereo unspecified)
→ -1.1, 1.8, 3, -1.4, 1, -4, 0.1, 8, -0.2, 1.4, 0.2
#28 COc1ccc(S(=O)(=O)NCc2ccco2)cc1C(=O)N1CCCCC1
→ 1.5, 5.0*, 4, -1.4, 2, 4, -0.2, 2, -0.3, -2.0, 0.4
#29 COc1ccc(C2Nc3ccccc3C(=O)N2NS(=O)(=O)c2ccccc2)c(OC)c1 (stereo unspecified)
→ -3.3, 1.7, -5, -0.8, -9, -3, 18*, 6, 0.1, 3.8, -0.2
#30 Cc1ccc(S(=O)(=O)CC(=O)c2ccc(C)c([N+](=O)[O-])c2)cc1
→ -2.0, 0.2, 2, -1.4, -4, 0, 0.0, -13, -0.3, -0.1, 1.4

Reprinted from the part before: 2 compounds; new compounds follow.
Second line of a record: hgDAF12 agonist, DAX1 inh-1, GC-A act, ssDAF-12 act, GC-B act, SMARCA2 activ, proKLK7 act, sPLA2-III inh, DAX1 inh-2, hcDAF12 agonist, FXN GAA850 act
#29 COc1ccc(C2Nc3ccccc3C(=O)N2NS(=O)(=O)c2ccccc2)c(OC)c1 (stereo unspecified)
→ -3.3, 1.7, -5, -0.8, -9, -3, 18*, 6, 0.1, 3.8, -0.2
#30 Cc1ccc(S(=O)(=O)CC(=O)c2ccc(C)c([N+](=O)[O-])c2)cc1
→ -2.0, 0.2, 2, -1.4, -4, 0, 0.0, -13, -0.3, -0.1, 1.4
#31 COc1cc(C(=O)N2CCC(NC(=O)C(Cc3ccc(C(C)C)cc3)NC(C)=O)CC2)cc(OC)c1OC (stereo unspecified)
→ -3.3, 2.1, 2, -1.7, 8, -1, 0.5, -3, 0.2, 0.0, 1.4
#32 C/C(CCc1ccccc1)=N\NC(=O)c1ccc(CN2CCOCC2)cc1
→ 1.5, -0.5, 1, -0.5, 5, -3, -0.2, 8, -0.1, -1.7, 1.6
#33 Cc1cc(C)cc(N(CC(=O)NCc2ccco2)C(=O)c2snc(C(N)=O)c2N)c1
→ -3.2, 0.0, -10, -1.1, -13, 0, 1.4, -10, -0.3, -1.1, -1.5
#34 COCCNC(=S)N(CCO)Cc1cc2cc3c(cc2[nH]c1=O)OCO3
→ -0.9, -0.1, 0, -1.1, 7, -3, 0.8, 8, -0.3, -2.8, 1.6
#35 COc1ccc(/C(O)=C2/C(=O)C(=O)N(c3ccccn3)C2c2ccc(OC)cc2)cc1 (stereo unspecified)
→ -2.4, 0.5, 3, -0.6, 8, -2, 0.8, -11, -0.2, 1.8, 1.3
#36 Cc1cc(-c2cc(NC(=O)Cc3c(C)[nH]c4ccccc34)ccc2Nc2cccnc2)ccc1F
→ -2.4, nt, -2, -1.5, 0, -3, -3.1, -5, -1.4, -0.8, nt
#37 Cc1ccccc1NS(=O)(=O)c1cc2c(cc1C)NC(=O)CO2
→ -1.9, 0.0, -1, -1.2, 4, -4, -0.6, 2, 0.9, -0.5, 0.0
#38 CCOc1ccc2c(c1)c1nnc(SCC3CCCO3)nc1n2C (stereo unspecified)
→ 1.1, -0.1, 14, -0.2, 1, 0, 0.9, -6, -0.4, 1.1, 2.3
#39 COc1c(Cl)cc(-c2noc(C)c2C(=O)NCCc2ccc(C)cc2)cc1Cl
→ -0.6, 3.1, -4, -1.4, -8, 1, 0.1, 2, 0.6, 0.1, -0.7
#40 Cn1cccc1Cc1nnc(SCC(=O)NCc2ccccc2Cl)n1-c1ccc(F)cc1
→ -4.8, 0.4, -2, -1.0, -3, -2, 0.9, -29, 0.4, -0.7, 1.8
#41 Cc1ccc(S(=O)(=O)N2CCC(C(=O)NN3CCCCC3)CC2)cc1
→ -0.6, 0.7, 1, -0.6, 3, 1, 0.2, 2, 2.3, -0.1, 1.4
#42 S=C(c1ccc(-c2ccccc2)cc1)N1CCOCC1
→ -17, -2.5, -4, -3.4, 3, -6, 0.1, 9, -2.0, -8.7, -7.0
